High-throughput results from PubChem.
JMJD2A Tudor = qHTS Assay for Inhibitors of JMJD2A-Tudor Domain. Lysine-specific demethylase 4A (Homo sapiens), O75164. AlphaScreen JMJD2A-Tudor / H3K4me3 peptide binding. Potency, µM (series often up to 114 µM), inactives show top-dose activity change, negative = inhibition, hits mostly inhibitors. actives 4.4% (n = 390,000); note: potency is the fitted concentration of half-maximal effect; % is set by controls: 0 for no effect and ±100 for the full control effect; nearly all actives have a fitted effect of over 50% in size
BAZ2B inh = qHTS Assay for Inhibitors of BAZ2B; Bromodomain adjacent to zinc finger domain protein 2B (Homo sapiens), Q9UIF8; AlphaScreen BAZ2B-H3K14Ac peptide displacement; Potency, µM (top dose mostly 114 µM), for the others: top-dose activity change, negative = inhibition, hits mostly inhibitors; actives 4.4% (n = 360,000); AID 504333, 2011; note: potency is the fitted concentration of half-maximal effect; % is set by controls: 0 for no effect and ±100 for the full control effect; nearly all actives have a fitted effect of over 60% in size
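In this displacement format the biotinylated H3(5-23) peptide acetylated at Lys14 serves as ligand at 50 nM, with BAZ2B at 50 nM in PBS pH 7.4 containing 0.01% Tween-20. Donor and acceptor beads are 10 ug/mL final.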
HP1b binding inh = HTS for Inhibitors of HP1-beta Chromodomain Interactions with Methylated Histone Tails; Chromobox protein homolog 1 (Homo sapiens), P83916; AlphaScreen HP1-beta / biotin-H3K9me3 peptide binding; Potency, µM (top dose mostly 114 µM), inactives show at the highest dose activity change, negative = inhibition, usual class: inhibitors; actives 0.56% (n = 390,000); note: potency is the fitted concentration of half-maximal effect; nearly all actives have a fitted effect of over 70% in size; inactives centre near 23
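Compound inhibition of the preformed complex between 50 nM HP1-beta and 50 nM biotinylated H3K9me3 peptide was read by AlphaScreen. Buffer was PBS pH 7.4 with 0.01% Tween-20. Incubations ran 30 min at room temperature, with 10 ug/mL donor/acceptor beads.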
Pin1 inhibitor = qHTS Assay to Find Inhibitors of Pin1. Peptidyl-prolyl cis-trans isomerase NIMA-interacting 1 (Homo sapiens), Q13526. Pin1 FP peptide displacement, HiFluor488, 10 min. Potency, µM (titrated, usually from 115 µM), inactives show top-dose activity, negative = inhibition, actives largely listed as inhibitors. actives 0.009% (n = 390,000); active = well fitted inhibition curve with a large enough effect in the polarisation, with a control signal flat, not every such curve was filed as active; inconclusive = small, poorly fitted or top-dose-only effect, or effect the other way, or a change in a side signal; inactive = no such curve, though single readings can be large or run the other way; the % refers to the polarisation; note: potency is the fitted concentration of half-maximal effect; % is set by controls: 0 for no effect and ±100 for the full control effect
Pol eta inh = qHTS for Inhibitors of Polymerase Eta; DNA polymerase eta (Homo sapiens), Q9Y253; recombinant Pol eta, fluorescent DNA replication assay; Potency, µM (highest dose often 114 µM), for inactives: at the highest dose activity change, negative = inhibition, most hits filed as inhibitors; actives 1.2% (n = 390,000); note: potency is the fitted concentration of half-maximal effect; % is set by controls: 0 for no effect and ±100 for the full control effect
Target sequence (Q9Y253 whole entry, looked up): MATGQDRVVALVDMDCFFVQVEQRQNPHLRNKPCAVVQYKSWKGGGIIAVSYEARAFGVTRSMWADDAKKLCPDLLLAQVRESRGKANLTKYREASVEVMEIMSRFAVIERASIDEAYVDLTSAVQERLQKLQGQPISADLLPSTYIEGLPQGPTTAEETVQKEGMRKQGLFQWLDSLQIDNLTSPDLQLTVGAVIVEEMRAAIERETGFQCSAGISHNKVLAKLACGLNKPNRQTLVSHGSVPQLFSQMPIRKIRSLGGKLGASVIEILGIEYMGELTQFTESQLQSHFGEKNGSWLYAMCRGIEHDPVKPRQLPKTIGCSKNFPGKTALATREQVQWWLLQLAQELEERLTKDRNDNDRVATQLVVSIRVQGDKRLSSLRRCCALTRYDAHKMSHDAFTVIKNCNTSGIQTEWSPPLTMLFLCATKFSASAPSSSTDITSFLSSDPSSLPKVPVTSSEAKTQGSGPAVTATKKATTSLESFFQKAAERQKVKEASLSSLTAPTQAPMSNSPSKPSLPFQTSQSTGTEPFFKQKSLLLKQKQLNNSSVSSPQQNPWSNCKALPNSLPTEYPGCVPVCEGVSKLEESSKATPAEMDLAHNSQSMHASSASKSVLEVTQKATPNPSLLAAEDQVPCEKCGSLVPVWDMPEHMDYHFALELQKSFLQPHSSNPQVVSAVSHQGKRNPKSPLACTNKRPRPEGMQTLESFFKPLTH
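Pol eta (10 nM) was preincubated with compounds for 15 min at room temperature, after which fluorescent replication substrate (50 nM final) was added to start the reaction. Fluorescence was read kinetically at 0 and 10 min.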
PGK inhibitor = qHTS Assay to Find Inhibitors of Phosphoglycerate Kinase. Phosphoglycerate kinase, glycosomal (Trypanosoma brucei brucei), P07378. PGK/GAPDH coupled, Kinase-Glo luminescence, 60 min. actives 0.043% (n = 380,000). Potency, µM (top dose mostly 57.5 µM), for the others: at the highest dose activity change, negative = inhibition, most hits filed as inhibitors; note: potency is the fitted concentration of half-maximal effect; % is set by controls: 0 for no effect and ±100 for the full control effect; nearly all actives have a fitted effect of over 60% in size
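Luminescent ATP detection (Kinase-Glo Plus) follows a 60-minute room-temperature incubation, with wells lacking PGK as controls. Buffer: 100 mM TEA (pH 7.6), 5 mM MgCl2, 0.01% Tween-20. Coupling enzyme GAPDH (100 nM final) supplies unstable 1,3-BPG in-well.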
GLS inh = qHTS for Inhibitors of Glutaminase (GLS); Glutaminase kidney isoform, mitochondrial (Homo sapiens), O94925; GLS enzymatic activity, qHTS titration; Potency, µM (titrated, usually from 45.5 µM), for the others: top-dose activity change, negative = inhibition, most hits filed as inhibitors; actives 0.21% (n = 410,000); AID 624170, 2012; note: potency is the fitted concentration of half-maximal effect; % is set by controls: 0 for no effect and ±100 for the full control effect
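Read-out is an Amplex red fluorescence increase coupled through glutamate oxidase and HRP, measured before and after 30 min room-temperature incubation. hKGA is in 45 mM KH2PO4 (pH 8.2) with 0.02% Tween-20; glutamine added as 1mM solution.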
G9a block = qHTS Assay for Inhibitors of Histone Lysine Methyltransferase G9a | G9a H3K9 monomethylation, AlphaScreen, 2 h | actives 8.8% (n = 350,000) | Potency, µM (titrated, usually from 102 µM), inactives show at the highest dose activity, negative = inhibition, hits mostly inhibitors; note: potency is the fitted concentration of half-maximal effect; % is set by controls: 0 for no effect and ±100 for the full control effect; nearly all actives have a fitted effect of over 75% in size
Target sequence (Q96KQ7 913-1193 limits assumed): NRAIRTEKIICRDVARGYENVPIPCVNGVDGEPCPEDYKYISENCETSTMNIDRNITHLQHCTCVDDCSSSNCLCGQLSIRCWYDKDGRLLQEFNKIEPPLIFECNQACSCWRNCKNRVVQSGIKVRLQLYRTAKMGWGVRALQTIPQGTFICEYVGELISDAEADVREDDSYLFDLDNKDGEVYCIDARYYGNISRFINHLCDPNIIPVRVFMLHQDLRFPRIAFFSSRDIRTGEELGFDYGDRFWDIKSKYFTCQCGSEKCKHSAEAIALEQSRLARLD
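Step 1: enzyme (final 20 nM) with compound, 15 min RT. Step 2: substrate peptide 500 nM and SAM 20 uM, 2 h RT. Step 3: anti-H3K9me1 antibody and AlphaScreen beads, 10 min, then plate read.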
PI4K2A block = qHTS for small molecular inhibitors of PI4K2A. purified PI4K2A, ADP-Glo luminescence, 1 h; stronger effect = lower value. AID 1346378, 2018. actives 0.13% (n = 420,000). activity change, negative = inhibition, % at 76.9 µM; in the data active = activity change below about -50%; inconclusive = mostly about -30% to -49%;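 note: -100% = wells without enzyme as full effect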
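Compounds are screened against recombinant PI4K2A using PI as substrate and ATP, the latter dispensed at 300 microM. Reactions run one hour at ambient temperature before ADP-Glo detection; full inhibition defined by wells lacking enzyme.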
* = called active by the depositor; i = inactive; ? = inconclusive; . = not tested or not shown; [ ] = another dose, or the depositor's remark. Unless noted, calls come from the whole dose curve; as a rule, active = well fitted curve in the direction sought with a large enough effect; inconclusive = small, poorly fitted or top-dose-only effect, or another doubt; inactive = no such curve, though single readings can be large; an effect the other way counts as inactive or inconclusive.

SMILES	JMJD2A Tudor	BAZ2B inh	HP1b binding inh	Pin1 inhibitor	Pol eta inh	PGK inhibitor	GLS inh	G9a block	PI4K2A block
CCOc1ccc(/C=N/NC(=O)C2(O)c3ccccc3-c3ccccc32)cc1	89µM*	0%	4%	2%	-3%	-7%	-10%	36%[59 µM]	-1
CC(=O)N1CCc2c(sc3c2c(=O)n(-c2cccc(Cl)c2C)c(=O)n3Cc2ccccc2C)C1	?	?	-1%	6%	-4%	-8%	2%	-14%[59 µM]	-3
CC1Cc2ccccc2N1C(=O)C1CCN(S(=O)(=O)Cc2ccccc2)CC1 (centres undefined)	-1%	-5%	82%[activator]	-6%	-6%	13%	9%	-2%	-5
CC#CCCCC(=O)Nc1cccc(C(=O)O)c1	-16%	51%[activator]	9%	-5%	14µM*	-6%	-15%	-11%[2.33 µM]	-1
CN(Cc1ccccc1)c1nc2c(c(=O)[nH]c(=O)n2C)n1Cc1ccccc1	-13%	-27%	37%	0%	-11%	i	-3%	-4%	3
Cc1nc(CC(=O)Nc2ccc(N(C)C)cc2)cs1	?	?	13%	2%	-2%	7%	-3%	14µM*	0
S=c1[nH]nc(-c2ccc(Cl)cc2Cl)n1-c1ccc2c(c1)OCCO2	79µM*	-29%	?	-1%	-18%	4%	-3%	2.5µM*	-1
O=[N+]([O-])c1cc([N+](=O)[O-])c(Oc2ccccc2F)cc1NN1CCCCC1	?	?	-18%	1%	-23%	-2%	9%	.	-1
Cc1ccc(-n2c(SCC(=O)Nc3cccc(Cl)c3)nc3n[nH]c(C)c3c2=N)cc1	-12%	-2%	49%[activator]	20%	-16%	-8%	-1%	8%[59 µM]	-3
CN(Cc1ccco1)c1ncnc2ccc(-c3ccoc3)cc12	?	?	24%	21%	-26%	-2%	-4%	-29%[12.7 µM]	-13
COc1ccc(-c2csc(Nc3ccccc3)n2)cc1	-18%	?	?	-2%	-25%	i	-21%	-1%[12.7 µM]	7
CCOC(=O)c1ccc(N2CCOCC2)c(NC(=O)c2c(-c3ccccc3)noc2C)c1	-17%	-21%	39%	5%	-21%	-2%	-3%	0%	1
COc1ccc(Nc2cc(C)nc3nc(C)nn23)c(OC)c1	-5%	-1%	37%[activator]	-6%	-4%	i	22%	?	-2
Cc1nc2nc(SCC(=O)N3CCOCC3)nn2c(C)c1Cc1ccccc1	-11%	6%	25%	-7%	-12%	-2%	-6%	18%[2.33 µM]	0
O=C(/C=N/O)NCc1cccnc1	-8%	-26%	21%	-1%	-14%	-9%	88%[activator]	?	0
Cc1cc(C(=O)NCCCC(=O)O)c(C)o1	13%	2%	25%	-3%	-5%	0%	.	-1%	5
O=C(/C=C/c1ccccc1Cl)c1ccccc(=O)c1O	?	56µM*	?	12%	?	-1%	-3%	32µM*	-8
Cc1cccc(NC(=S)NC(=O)c2cc(-c3ccccc3)nc3ccccc23)c1	-27%	-39%	-20%	1%	5%	-1%	18%	.	-1
C[C@@]12C(=O)Nc3cc(F)ccc3C(=O)N1[C@H]1c3ccccc3OC[C@@H]1[C@@H]2c1ccccc1	?	-35%	2%	15%	-4%	-7%	-1%	-3%[2.33 µM]	2
COc1ccc2cc3cc(C(=O)Nc4ccc5c(c4)OCO5)oc3nc2c1	-5%	-3%	34%	0%	?	-12%	-8%	-32%[0.0925 µM]	9
COc1ccc(OC)c(C(C)NC(=O)Nc2cccc(C(C)=O)c2)c1 (centres undefined)	1%	-13%	41%[activator]	-3%	-14%	-9%	-9%	8%	2
CC(=O)Nc1ccc(S(=O)(=O)NCCSCc2ccccc2Cl)cc1	-16%	4%	4%	?	-11%	-5%	7%	-10%[59 µM]	3
COc1ccccc1CNC(=O)COc1ccc(S(=O)(=O)N2CCOCC2)cc1C	-8%	-32%	19%	3%	-18%	-7%	?	3%	0
COc1ccc(CC(=O)c2ccc(O)cc2O)cc1	-3%	3%	18%	2%	1%	-6%	18%	3%[59 µM]	0

Reprinted at random: two compounds from above
SMILES	JMJD2A Tudor	BAZ2B inh	HP1b binding inh	Pin1 inhibitor	Pol eta inh	PGK inhibitor	GLS inh	G9a block	PI4K2A block
Cc1cc(C(=O)NCCCC(=O)O)c(C)o1	13%	2%	25%	-3%	-5%	0%	.	-1%	5
COc1ccccc1CNC(=O)COc1ccc(S(=O)(=O)N2CCOCC2)cc1C	-8%	-32%	19%	3%	-18%	-7%	?	3%	0

Next structures follow.
SMILES	JMJD2A Tudor	BAZ2B inh	HP1b binding inh	Pin1 inhibitor	Pol eta inh	PGK inhibitor	GLS inh	G9a block	PI4K2A block
Cc1cc(-c2n[nH]c(=S)n2/N=C/c2sccc2C)n[nH]1	3.2µM*	?	?	-6%	-22%	-3%	-20%	1.3µM*	-7
Nc1cc(S(=O)(=O)N2CCCCC2)ccc1Oc1ccccc1	-32%	.	35%	2%	-17%	i	-9%	2%	3
Cc1ccc(SC(C)C(=O)N2CCC(C(N)=O)CC2)cc1 (centres undefined)	7%	-20%	14%	1%	-8%	7%	-2%	22%[12.7 µM]	3
COc1ccc(-c2csc(-c3c(N)c(C(=O)c4ccccc4)n4ccccc34)n2)cc1OC	-12%	-9%	12%	8%	.	.	-1%	-8%[59 µM]	0
Cc1ccc(CCNC(=O)C2CCCN(S(=O)(=O)c3ccc4c(c3)oc(=O)n4C)C2)cc1 (centres undefined)	0%	-10%	47%[activator]	-2%	-15%	1%	-3%	-26%[59 µM]	0
Cc1cc(C)n2nc(C(=O)OCC(=O)NCc3ccccc3)nc2n1	-18%	4%	28%	-1%	6%	i	1%	-5%[12.7 µM]	2
Cc1cc(-c2nn(C)c(=O)c3ccccc23)cc(C)c1O	-10%	-7%	8%	-11%	-2%	-4%	-10%	.	-13
O=C1COc2ccc(S(=O)(=O)Nc3cccc(Cl)c3)cc2N1	-12%	-18%	30%	-7%	-10%	-8%	-7%	37%	-1
CCCSc1nc2c(c(=O)n(C)c(=O)n2C)n1C	-1%	-25%	29%	-7%	-3%	4%	1%	7%	-3
O=C(COC(=O)c1ccc(F)cc1F)Nc1ccc(S(=O)(=O)N2CCOCC2)cc1	.	.	.	.	-14%	0%	-4%	.	-2
COc1cc2nc(CCc3ccccc3)oc(=O)c2cc1OC	-10%	-6%	16%	2%	-10%	0%	16%	-26%	-20
CC(NC(=O)c1ccc2ccccc2n1)c1ccccc1 (centres undefined)	10%	17%	47%[activator]	?	-27%	7%	-4%	65%[activator]	4

Three entries already listed, sorted by the number in PGK inhibitor, highest first.
| Structure | JMJD2A Tudor | BAZ2B inh | HP1b binding inh | Pin1 inhibitor | Pol eta inh | PGK inhibitor | GLS inh | G9a block | PI4K2A block |
| --- | --- | --- | --- | --- | --- | --- | --- | --- | --- |
| CC(NC(=O)c1ccc2ccccc2n1)c1ccccc1 (centres undefined) | 10% | 17% | 47%[activator] | ? | -27% | 7% | -4% | 65%[activator] | 4 |
| CCCSc1nc2c(c(=O)n(C)c(=O)n2C)n1C | -1% | -25% | 29% | -7% | -3% | 4% | 1% | 7% | -3 |
| Cc1cc(-c2nn(C)c(=O)c3ccccc23)cc(C)c1O | -10% | -7% | 8% | -11% | -2% | -4% | -10% | . | -13 |

Carrying on.
SMILES	JMJD2A Tudor	BAZ2B inh	HP1b binding inh	Pin1 inhibitor	Pol eta inh	PGK inhibitor	GLS inh	G9a block	PI4K2A block
CN(Cc1ccccc1)C(=O)c1ccc(NC(=O)Cc2ccc(NC(=O)C3CCN(C(=O)C4CCC4)CC3)cc2)cc1	-25%	.	19%	5%	0%	-6%	0%	.	-2
COC(=O)c1ccccc1NC(=O)CN1CCN(C(=O)c2ccco2)CC1	-9%	-5%	11%	-1%	6%	-3%	2%	19%[59 µM]	3
Cc1onc(-c2c(Cl)cccc2Cl)c1C(=O)NC1CCCCC1	5%	2%	16%	-15%	-1%	4%	9%	-10%	-14
CCn1c(SCC(=O)N2CCOCC2)nc2c(c1=O)SC(C)C2 (centres undefined)	-16%[11.4 µM]	-3%	-7%	-1%	-11%	-1%	-16%	24%[59 µM]	-8
CCOc1cc(C2NC(=O)NC(C)=C2C(=O)OCC2CCCCC2)ccc1O (centres undefined)	-15%	-31%	0%	-3%	2%	-2%	?	12%	-4
CN1CCN(C(=O)c2ccc3ccccc3c2)CC1	-16%	.	7%	0%	-13%	4%	-4%	-12%[59 µM]	-2
Cc1ccc(Cn2c(=O)sc3ccccc3c2=O)cc1	-4%	121%[activator]	58%	0%	-8%	.	-23%	43%[59 µM]	1
Cc1ccc(S(=O)(=O)Nc2ncnc3sccc23)cc1C	-2%	12%	46%[activator]	3%	-7%	i	-9%	20%[12.7 µM]	4

Entries above shown as hits in Pol eta inh.
SMILES	JMJD2A Tudor	BAZ2B inh	HP1b binding inh	Pin1 inhibitor	Pol eta inh	PGK inhibitor	GLS inh	G9a block	PI4K2A block
CC#CCCCC(=O)Nc1cccc(C(=O)O)c1	-16%	51%[activator]	9%	-5%	14µM*	-6%	-15%	-11%[2.33 µM]	-1

This is a subset; count on the stated rates, not on these rows.
